Lamin A splicing: modulators of lamin A splicing. AID 1487. Potency, µM (doses to about 46.1 µM), for inactives: top-dose ratio change, negative = inhibition, actives largely listed as inhibitors. HeLa LMNA splicing GFP/RFP minigene ratio, 48 h. 0.01% of 200,000 active; active = well fitted inhibition curve with a large enough effect in the signal ratio, with a control signal flat, not every such curve was filed as active; inconclusive = small, poorly fitted or top-dose-only effect, or effect the other way, or a change in a side signal; the % refers to the signal ratio; also: potency is read from the fitted curve at half-maximal effect; % is scaled to controls: 0 for no effect and ±100 for the full control effect
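Read-out is the ratio of GFP to DsRed2 object intensity, acquired by 488 nm laser-scanning cytometry on HeLa lamin A-EGFP minigene reporter cells. Compound incubation 48 hrs at 37 °C in Opti-MEM with 2% FBS; DMSO 0.5% final.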
NPSR antag: neuropeptide S receptor (human) antagonism, cAMP; Q6W5P4; CHO-NPSR cells, cAMP TR-FRET, antagonist mode; Potency, µM (top dose mostly 38.3 µM), without a hit: at the top dose activity change, negative = inhibition, most hits filed as inhibitors; 1% of 220,000 active; AID 1461; also: potency is read from the fitted curve at half-maximal effect; % is scaled to controls: 0 for no effect and ±100 for the full control effect; nearly all actives have a fitted effect of over 50% in size; many of its hits are not listed in these tables
Target sequence (Q6W5P4 whole entry, looked up): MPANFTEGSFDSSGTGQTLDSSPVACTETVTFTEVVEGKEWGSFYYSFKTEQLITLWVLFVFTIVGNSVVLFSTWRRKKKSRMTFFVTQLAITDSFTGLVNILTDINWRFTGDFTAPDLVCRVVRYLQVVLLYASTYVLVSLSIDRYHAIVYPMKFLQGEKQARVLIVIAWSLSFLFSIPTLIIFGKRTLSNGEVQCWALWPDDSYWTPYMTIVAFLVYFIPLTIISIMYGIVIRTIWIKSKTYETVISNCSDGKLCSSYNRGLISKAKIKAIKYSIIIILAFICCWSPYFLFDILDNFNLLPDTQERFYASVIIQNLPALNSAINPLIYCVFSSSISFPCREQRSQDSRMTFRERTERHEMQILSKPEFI
aGal spleen mod: inhibitors or activators of human alpha-galactosidase in spleen homogenate. P06280. human spleen homogenate, 4MU-alpha-Gal fluorescence, 40 min. Potency, µM (top dose mostly 80 µM), for inactives: top-dose activity change, negative = inhibition, actives largely listed as inhibitors. 0.008% of 240,000 active. AID 2107;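 also: potency is read from the fitted curve at half-maximal effect; 0% = enzyme with vehicle and -100% = no enzyme basal signal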
Target sequence (P06280 32-429 limits assumed): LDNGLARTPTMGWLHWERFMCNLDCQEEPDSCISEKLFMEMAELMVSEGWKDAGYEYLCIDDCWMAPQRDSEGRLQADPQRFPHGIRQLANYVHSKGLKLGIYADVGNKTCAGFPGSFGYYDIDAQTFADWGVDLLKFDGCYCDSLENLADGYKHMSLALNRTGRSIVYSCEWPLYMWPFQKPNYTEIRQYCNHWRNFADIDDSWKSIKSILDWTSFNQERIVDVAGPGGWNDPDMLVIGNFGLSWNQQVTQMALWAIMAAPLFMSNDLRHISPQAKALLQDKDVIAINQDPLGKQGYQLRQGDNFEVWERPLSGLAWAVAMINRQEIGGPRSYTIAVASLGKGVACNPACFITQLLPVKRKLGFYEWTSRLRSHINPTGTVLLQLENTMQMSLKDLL
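Inhibition or activation of alpha-galactosidase in human spleen homogenate is scored by 4-MU fluorescence after 40 min at 37C, pH 5.0, with 1 mM substrate. AC50s come from concentration-response fitted to the Hill equation.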
IMPase Li inh: cell-permeable IMPase inhibitors with lithium potentiation | CHO-M1 cells, IP1 TR-FRET (IP-One), carbachol + lithium | Potency, µM (series often up to 59.4 µM), without a hit: at the top dose activity, negative = IMPase inhibition, actives largely listed as inhibitors | 0.35% of 210,000 active | AID 1457;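 also: IP1 builds up when IMPase is blocked and the TR-FRET signal falls; potency is read from the fitted curve at half-maximal effect; plate controls were basal vehicle for no effect and high inhibitor control for full effect; nearly all actives have a fitted effect of over 50% in size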
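Concentration–response in CHO-M1 cells, lithium-potentiated; 30 min at 37C. IP1 detected by competitive TR-FRET after 10 min lysis at RT. Hill-fitted AC50.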
CBFb RUNX1 block: inhibitors of human CBF-beta and RUNX1 interaction | Potency, µM (series often up to 59.8 µM), for inactives: at the highest dose activity, negative = inhibition, hits mostly inhibitors | 230,000 tested, under 10 active | AlphaScreen CBFb-His/RUNX1-biotin binding, biochemical; also: % of control where 0% means no effect
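CBFb-His/RUNX1-biotin, 30 nM each, preincubated 20 min RT; compound 15 min RT; Ni + streptavidin beads 50 ng each, 90 min RT; AlphaScreen read.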
Luc counter: counter-screen: inhibitors of Kinase-Glo firefly luciferase; Q27757; Kinase-Glo luciferase, ATP luminescence, 8 min; Potency, µM (highest dose often 38.3 µM), for inactives: at the highest dose activity change, negative = inhibition, most hits filed as inhibitors; 0.28% of 200,000 active; also: potency is read from the fitted curve at half-maximal effect; % is scaled to controls: 0 for no effect and ±100 for the full control effect; nearly all actives have a fitted effect of over 60% in size
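Compound is pinned into ATP-containing buffer (10 uM ATP, imidazole pH 7.2, 7 mM MgCl2). Kinase-Glo luciferase reagent is then added. Light output is recorded following an 8-min room-temperature incubation.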
Epigenetic reg: regulators of epigenetic silencing causing reporter derepression in mouse cells | murine LDR cells, GFP reporter derepression, 30 h | Potency, µM (series often up to 53.9 µM), without a hit: at the top dose GFP activation, hits mostly activators | 0.2% of 280,000 active | AID 1865; also: potency is read from the fitted curve at half-maximal effect; % of control where 0% means no effect; nearly all actives have a fitted effect of over 60% in size
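Murine LDR cells bearing a silenced CMV-driven GFP reporter were exposed to compound for 30 h at 37 C. After PBS washes, GFP-positive cells (20-120 um objects) counted by laser-scanning microplate cytometry.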
An asterisk follows results filed as active; ? = inconclusive; · = no result given; & = joins results of further samples; [ ] = another dose, or the depositor's remark. Unless noted, calls follow the shape of the dose curve; as a rule, active = well fitted curve in the direction sought with a large enough effect; inconclusive = small, poorly fitted or top-dose-only effect, or another doubt; inactive = no such curve, though single readings can be large; an effect the other way counts as inactive or inconclusive. A portion of the library; rates above refer to the full screens.

SMILES	Lamin A splicing	NPSR antag	aGal spleen mod	IMPase Li inh	CBFb RUNX1 block	Luc counter	Epigenetic reg
Cc1ccc(C(=O)Nc2ccc(N3CCOCC3)cc2)cc1	4%	-12%[46.1 µM]	8%	·	-8%	·	-1.0%
COc1cccc(C(O)c2nc3ccccc3n2C(C)C)c1 (centres undefined)	11%	-6%[46.1 µM]	-8%	29%[38.3 µM]	0%	18%	-1.0%
CC(=O)c1cccc(NC(=O)N2CCC(NC(=O)C34CC5CC(CC(C5)C3)C4)CC2)c1	·	-3%	26%	7%	3%	-2%	-0.8%
Cc1ccc(CC(=O)OCCNC(=O)c2cccnc2)cc1	1%	0%[46.1 µM]	-7%	-8%[38.3 µM]	4%	0%	-0.4%
CN1C(=O)C(CC(=O)NCCc2ccccc2)N(NC(=O)c2ccc(Cl)cc2)C1=S (centres undefined)	·	59%	-10%	·	3%	·	2.0%
CCCCn1c(SCc2nnc(-c3ccccc3)o2)nc2c1c(=O)n(C)c(=O)n2C	?	-20%[7.67 µM]	3%	4%[38.3 µM]	2%	-6%	4.2%
COC(=O)[C@H]1C[C@@H]1[C@H](NS(=O)(=O)c1ccc(-c2ccccc2)cc1)c1ccccc1	·	·	-2%	1%	-3%	3%	1.0%
CC(C)(C)N1NC(=O)Nc2ccccc2C1=O	2%	-5%[46.1 µM]	-9%	13%[38.3 µM]	5%	-5%	-0.1%
CCOC(=O)C(NC(=O)c1ccccc1)(N1CCOCC1)C(F)(F)F (centres undefined)	7%	-5%[46.1 µM]	1%	-12%[38.3 µM]	-5%	-5%	-2.8%
CNc1ccccc1	·	·	-14%	12%	4%[21.7 µM]	·	·
CN1CCN(NC(=O)c2ccc(S(=O)(=O)N3CCCCCC3)cc2)CC1	4%[46 µM]	13%	8%	-7%	12%	-1%	-4.8%
CCC(=O)N(CC)Cc1cc(=O)[nH]c2ccccc12	-1%	16%	1%	-7%	4%	-2%	13%
CC(C)NS(=O)(=O)c1ccc2c(c1)NCC2	-3%	9%	-2%	-5%	22%	0%	-1.3%
Cc1cc2ccccc2n2c(SCC(=O)NCC3CCCO3)nnc12 (centres undefined)	-8%[46 µM]	2%	6%	5%	8%	-2%	1.1%
O=C(Nc1cc(C(F)(F)F)ccc1N1CCOCC1)c1cccnc1Cl	-8%	-8%[46.1 µM]	12%	14%[38.3 µM]	1%	3%	0.0%
CCS(=O)(=O)NCCc1csc(C)n1	5%	16%[46.1 µM]	-2%	1%[38.3 µM]	7%	-1%	0.0%
CC(NC(=O)c1cc(COc2c(F)cccc2F)on1)c1cnn(-c2ccccc2)c1 (centres undefined)	22%[46 µM]	48%	-1%	16%	12%	0%	1.0%
COCCNC(=S)Nc1cc(S(=O)(=O)N2CCOCC2)ccc1N1CCCCC1	0%[46 µM]	-10%	0%	6%	-5%	-3%	0.1%
COc1cc(N(C)C)c([N+](=O)[O-])cc1C(=O)NC(C)CNc1ccc([N+](=O)[O-])cc1Cl (centres undefined)	11%	-22%	20%	10%	2%	3%	-1.1%
CC(C)NC(=O)NC(=O)COC(=O)C1(C)CC1(Cl)Cl (centres undefined)	18%[46 µM]	6%	-8%	-7%	-15%	-3%	-0.4%
CC(c1ccco1)N(C(=O)Nc1ccccc1)C1CCCCC1 (centres undefined)	-3%	-5%[46.1 µM]	-3%	1%[38.3 µM]	1%	-4%	4.2%
CCCCSc1nnc(-c2ccc(NC(=O)CC)cc2)n1C	-2%	-8%[46.1 µM]	-8%	3%[38.3 µM]	1%	-2%	-1.0%
O=c1oc(-c2ccccc2)nc2sc3c(c12)CCC3	9%	-11%	-2%	-7%	1%	?	1.6%
Cc1ccc(C)c(-n2c(SCC(=O)NC(C(=O)O)C(C)C)nnc2-c2cccc(Cl)c2)c1 (centres undefined)	-16%[46 µM]	14%	3%	8%	12%	0%	-0.2%
Cc1cc(C)n(CCC(=O)N/N=C/c2c(O)ccc3ccccc23)n1	·	-16%	15%	·	-10%	·	1.4%
The results go on:
SMILES	Lamin A splicing	NPSR antag	aGal spleen mod	IMPase Li inh	CBFb RUNX1 block	Luc counter	Epigenetic reg
CN(C)S(=O)(=O)c1ccc(Cl)c(NC(=O)COC(=O)CN2C(=O)C3CCCCC3C2=O)c1 (centres undefined)	-5%[46 µM]	-3%	-8%	4%	-4%	0%	-3.0%
Cc1ccc(Cn2nc(C)c(/C=N/NC(=O)c3cccnc3)c2C)cc1	·	7%	5%	2%	5%	-1%	-1.2%
Cc1cc(C(F)F)nn1CC(=O)N1CCSCC1	2%	12%	-15%	2%	2%	5%	-1.0%
CCOC(=O)c1cc2c(=O)n3ccccc3nc2n(Cc2ccccc2Cl)c1=N	-8%	-5%[46.1 µM]	11%	16%[38.3 µM]	11%	1%	?
Cc1ccccc1NC(=O)C1CCCN1/C=C/C(=O)C(F)(F)F (centres undefined)	-4%	5%[46.1 µM]	3%	·	5%	·	1.0%
CCC(CC)c1nnc(NC(=O)COc2ccc3c(C)cc(=O)oc3c2)s1	0%	-5%[46.1 µM]	1%	-6%[38.3 µM]	0%	-2%	3.6%
Cc1onc(-c2c(Cl)cccc2Cl)c1C(=O)c1c[nH]c(C(=O)NCC2CCCO2)c1 (centres undefined)	?	6%	-3%	2%	-8%	0%	-0.4%
Cc1nn(-c2ccccc2)c(C)c1/C=C/C(=O)OC(C)C(N)=O (centres undefined)	-3%	14%	5%	-1%	-3%	1%	1.1%
COC(=O)CSc1nc(-c2ccc(F)cc2)cc(C(F)(F)F)n1	-4%	-11%[46.1 µM]	9%	4%	28%	1%	0.0%&-1.2%
O=C(c1ccccc1)c1c(O)cc(-c2ccccc2)oc1=O	-9%	-14%	-9%	-5%	?	1%	1.1%
Cc1ccc(-n2c(CCc3nc4ccccc4[nH]3)n[nH]c2=S)cc1	-8%[46 µM]	1%	7%	18%	0%	-1%	-0.1%
CCOC(=O)c1[nH]nc(C(=O)c2ccc(Br)cc2)c1O	-6%	-3%[46.1 µM]	-2%	-1%[38.3 µM]	1%	-3%	-2.2%
O=c1c(-c2ccccc2)c(O)nc(SCCN2CCOCC2)n1-c1ccccc1	-3%	-5%	-4%	-7%	0%	-5%	-5.6%
O=C(O)c1cccc(Cn2c(Cl)c(/C=N/NC(=O)c3ccc(O)cc3)sc2=O)c1	·	-14%	-3%	·	14%	·	8.4%
O=C(c1csnn1)N1CCC2(CCCN(c3ccc(-c4ccccc4)cc3)C2)CC1	·	·	3%	2%	·	-3%	·
N#CC1=C(N)C(C#N)(C#N)[C@H](c2ccoc2)[C@H]2CN(Cc3ccccc3)CC=C12	?	29%[46.1 µM]	16%	35%[activator][38.3 µM]	-19%	-3%	1.0%
CN(C)S(=O)(=O)c1ccc(Oc2ccccc2)cc1	?	0%[46.1 µM]	-1%	21%[38.3 µM]	13%	-1%	0.0%
COc1ccc(-c2noc(CN(C)C3CCOCC3)n2)cc1	?	-13%	5%	2%	0%	2%	1.1%
O=C(Oc1ccc(Br)cc1C(=S)N1CCCCC1)c1cc([N+](=O)[O-])cc([N+](=O)[O-])c1	2%	-15%[46.1 µM]	1%	29%[38.3 µM]	-4%	-4%	3.8%
O=C(CCC1COc2ccccc2O1)Nc1ncccc1O (centres undefined)	2%	-5%[46.1 µM]	0%	15%[38.3 µM]	8%	0%	2.0%
Cc1nn(-c2ccccc2)c2c1/C(=N/O)CC(C)(C)C2	?	-11%[46.1 µM]	2%	4%[38.3 µM]	-2%	-2%	-1.1%
C/C(=N/NC(=O)CNC(=O)c1cccs1)c1ccco1	·	?	11%	·	6%	·	2.6%
Cc1ccsc1/C=C(\C#N)C(=O)NCc1ccco1	-7%	28%	0%	-8%	2%	-5%	-1.1%
Nc1ccn(-c2ncc(C(F)(F)F)cc2Cl)c(=O)n1	28%[46 µM]	8%	-7%	7%	-1%	0%	0.0%
Cc1c(NC(=S)N/C(=N/S(=O)(=O)c2ccc(Cl)cc2)c2ccccc2)c(=O)n(-c2ccccc2)n1C	·	5%	4%	·	1%	·	0.9%
CC(NC(=S)Nc1ccccc1)C1COc2ccccc2O1 (centres undefined)	-10%	-2%	0%	-5%	2%	-1%	-1.0%
Cc1cc(C)c(C)c(S(=O)(=O)N[C@@H](C)C(=O)OC(C)C(=O)NC(N)=O)c1C (some centres undefined)	·	17%	2%	·	4%	·	2.2%
Cc1cc(NS(=O)(=O)c2ccc(NC(=O)NC3CCCCC3)cc2)no1	-1%	-5%[46.1 µM]	2%	15%[38.3 µM]	4%	-2%	0.0%
Cc1ccc(NC(=O)Nc2ccnc(-c3cccnc3)n2)cc1	·	-8%	2%	12%	?	0%	13%

Ordered by formula weight (ascending): some entries from above.
SMILES	Lamin A splicing	NPSR antag	aGal spleen mod	IMPase Li inh	CBFb RUNX1 block	Luc counter	Epigenetic reg
CN(C)S(=O)(=O)c1ccc(Oc2ccccc2)cc1	?	0%[46.1 µM]	-1%	21%[38.3 µM]	13%	-1%	0.0%
Cc1ccc(NC(=O)Nc2ccnc(-c3cccnc3)n2)cc1	·	-8%	2%	12%	?	0%	13%
Cc1nn(-c2ccccc2)c(C)c1/C=C/C(=O)OC(C)C(N)=O (centres undefined)	-3%	14%	5%	-1%	-3%	1%	1.1%
COC(=O)CSc1nc(-c2ccc(F)cc2)cc(C(F)(F)F)n1	-4%	-11%[46.1 µM]	9%	4%	28%	1%	0.0%&-1.2%
Cc1cc(C)c(C)c(S(=O)(=O)N[C@@H](C)C(=O)OC(C)C(=O)NC(N)=O)c1C (some centres undefined)	·	17%	2%	·	4%	·	2.2%
O=c1c(-c2ccccc2)c(O)nc(SCCN2CCOCC2)n1-c1ccccc1	-3%	-5%	-4%	-7%	0%	-5%	-5.6%
Cc1onc(-c2c(Cl)cccc2Cl)c1C(=O)c1c[nH]c(C(=O)NCC2CCCO2)c1 (centres undefined)	?	6%	-3%	2%	-8%	0%	-0.4%
O=C(Oc1ccc(Br)cc1C(=S)N1CCCCC1)c1cc([N+](=O)[O-])cc([N+](=O)[O-])c1	2%	-15%[46.1 µM]	1%	29%[38.3 µM]	-4%	-4%	3.8%
Cc1c(NC(=S)N/C(=N/S(=O)(=O)c2ccc(Cl)cc2)c2ccccc2)c(=O)n(-c2ccccc2)n1C	·	5%	4%	·	1%	·	0.9%
